HRas wt GTP – modulators of GTP binding to human HRas wildtype | P01112 | GST-Ras wt beads, Bodipy-FL-GTP binding, flow cytometry; actives lie on both sides | GTP binding activity, % at 10 µM | hit rate 0.14% among 190,000 | AID 759;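 active means GTP binding activity at least 20% away from the 100% baseline, either lowered as inhibitor or raised as activator; inconclusive means flagged as likely green fluorescent, judged across all proteins in the well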;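 further: 0% = unlabeled GTP competition control and 100% = no-compound control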
Target sequence (P01112 whole entry, looked up): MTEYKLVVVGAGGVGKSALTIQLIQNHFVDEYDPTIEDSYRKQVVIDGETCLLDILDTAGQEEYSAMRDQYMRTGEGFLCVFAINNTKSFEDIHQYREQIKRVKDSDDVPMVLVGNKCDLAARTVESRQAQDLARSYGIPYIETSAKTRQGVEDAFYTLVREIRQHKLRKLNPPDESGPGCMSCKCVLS
Cdc42 wt – changes GTP binding to wildtype human Cdc42. AID 761. hit rate 0.2% among 190,000. GST-Cdc42 beads, Bodipy-GTP binding, flow cytometry; actives lie on both sides. percent activity (GTP binding), % at 10 µM;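 active means percent activity GTP binding at least 20 points away from the 100% baseline, either down as inhibitor or up as activator; inconclusive means compound flagged as likely green fluorescent from well-wide comparison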;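 further: median bead fluorescence of bound Bodipy-FL-GTP at 100 nM; 0% = excess unlabeled GTP control and 100% = no compound control; below 100% means less GTP binding so inhibitor and above means activator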
Target sequence (P60953 whole entry, looked up): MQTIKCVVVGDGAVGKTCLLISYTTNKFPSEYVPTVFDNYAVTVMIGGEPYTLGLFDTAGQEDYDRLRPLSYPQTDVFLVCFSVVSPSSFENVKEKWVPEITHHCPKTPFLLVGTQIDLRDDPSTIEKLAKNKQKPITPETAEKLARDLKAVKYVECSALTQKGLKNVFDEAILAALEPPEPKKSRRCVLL
Rab2A wt mod – changes GTP binding to wildtype dog Rab2A, up or down; P61105; GST-Rab2 wt beads, Bodipy-GTP binding, flow cytometry; GTP binding activity, % at 10 µM; hit rate 0.19% among 190,000;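 active means GTP binding activity at least 20 points away from 100%, either lowered or raised; inconclusive means signal likely due to the compound's own green fluorescence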;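 further: 0% = beads with excess unlabeled GTP and 100% = no-compound control corrected for plate trend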
Rac1 wt GTP bind – human Rac1 wildtype GTP binding, inhibitors and activators; GST-Rac1 beads, fluorescent GTP binding, flow cytometry; actives lie on both sides; 0 = cold GTP competed, 100 = untreated; hit rate 0.27% among 190,000; GTP binding activity (% of control), % at 10 µM; P63000;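 active means GTP binding activity at least 20 points away from the 100% control level, either lower or higher; inconclusive means compound flagged as likely green fluorescent, judged across all proteins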
Avidin fluor – compound fluoresces at 488/530 nm on avidin beads; compound fluorescence 488/530 nm, flow cytometry; stronger effect = higher value; fluorescence (KMESF) at 10 µM; hit rate 0.38% among 220,000; AID 1775; in the data active means fluorescence above about 47; further: inactives centre near 10
Rac1 act GTP bind – human Rac1 activated mutant GTP binding change; P63000; GST-Rac1 activated beads, fluorescent GTP binding, flow cytometry; actives lie on both sides; 100% means binding = to untreated wells; percent activity (GTP binding), % at 10 µM; hit rate 0.11% among 190,000; AID 764;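 active means GTP binding at least 20 percentage points away from the 100% baseline, in either direction, so actives lie on both sides; inconclusive means Compound likely fluorescent itself, or too few beads counted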
ABCG2 block – human ABCG2 inhibition, ABCB1 as counter-screen; hit rate 0.1% among 190,000; AID 1325; Q9UNQ0; inhibition, % at 6.6 µM; IgMXP3 cells, JC-1 efflux, flow cytometry;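 active means inhibition above 80%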;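 further: 0% = DMSO and 100% = nicardipine control wells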
Target sequence (Q9UNQ0 whole entry, looked up): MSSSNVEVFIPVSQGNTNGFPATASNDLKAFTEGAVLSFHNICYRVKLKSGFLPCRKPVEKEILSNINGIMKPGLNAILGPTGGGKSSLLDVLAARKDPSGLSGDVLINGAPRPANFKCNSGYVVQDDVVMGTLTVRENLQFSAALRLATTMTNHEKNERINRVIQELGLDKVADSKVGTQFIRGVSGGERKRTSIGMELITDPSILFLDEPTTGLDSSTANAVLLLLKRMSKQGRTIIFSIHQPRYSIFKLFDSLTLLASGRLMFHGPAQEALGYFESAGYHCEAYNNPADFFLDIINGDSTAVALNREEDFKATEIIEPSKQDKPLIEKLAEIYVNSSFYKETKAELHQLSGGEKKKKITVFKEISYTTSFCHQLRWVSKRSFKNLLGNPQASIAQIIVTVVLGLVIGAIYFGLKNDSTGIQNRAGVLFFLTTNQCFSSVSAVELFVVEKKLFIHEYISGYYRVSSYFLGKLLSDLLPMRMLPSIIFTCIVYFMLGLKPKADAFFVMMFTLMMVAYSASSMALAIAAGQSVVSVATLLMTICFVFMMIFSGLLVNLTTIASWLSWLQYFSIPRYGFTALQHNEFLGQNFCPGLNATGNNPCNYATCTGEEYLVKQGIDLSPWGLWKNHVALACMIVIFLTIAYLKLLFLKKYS
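Assay system – ABCG2 IgMXP3 and barcoded ABCB1 CCRF-Adr cell mix · Input – 3 million cells/mL in well · Reagent – JC-1 fluorescent substrate · Compound – single test compound dose, 6.6 µM final · Timing – 10 min exposure at 25 °C with rotation, no wash · Detection – flow cytometry of retained JC-1 fluorescence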
Rab7 wt GTP bind – alters GTP binding to wildtype dog Rab7; GTP binding activity (percent of control), % at 10 µM; hit rate 0.055% among 190,000; GST-Rab7 beads, fluorescent GTP binding, flow cytometry; actives lie on both sides; untreated = 100%, excess cold GTP = 0%; AID 758;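 active means fluorescent GTP binding to Rab7 beads changed by at least 20 points from the 100% baseline, either direction, mostly lower; inconclusive means compound itself probably fluorescent, or too few beads counted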;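 further: median green fluorescence of bound Bodipy-FL-GTP per Rab7 bead population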
Pf gametocyte – inhibitors of late stage P. falciparum gametocyte viability. P. falciparum stage V gametocytes, ATP luminescence, 24 h. inhibition, % at 10.9 µM. hit rate 0.065% among 150,000;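 active means inhibition above the mean plus 3 SD of compounds within the control limits, set per campaign, cut at about 38% in these data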;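 further: 0% = DMSO wells and 100% = medium only without gametocytes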
GSH bead fluor – GSH bead compound fluorescence profile | hit rate 0.25% among 190,000 | fluorescence (KMESF) at 10 µM | GSH beads flow cytometry, compound fluorescence 488/530 nm; stronger effect = higher value | AID 1776; in the data active means fluorescence above about 89;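 further: glutathione beads carrying GST-tagged Bcl family fusion proteins plus one bare bead set; values are compound well signal with DMSO vehicle wells as background; inactives centre near 16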
ABCB1 inh – human ABCB1 inhibition, ABCG2 as counter-screen | P08183 | CCRF-Adr cells, JC-1 efflux, flow cytometry | inhibition, % at 6.6 µM | hit rate 0.067% among 190,000 | AID 1326; in the data active means inhibition above about 40%;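 further: 0% = vehicle and 100% = reference inhibitor; higher value means more JC-1 retained so stronger ABCB1 efflux block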
* hit, by the source's call; ? = inconclusive; / = not tested or not shown.

SMILES	HRas wt GTP	Cdc42 wt	Rab2A wt mod	Rac1 wt GTP bind	Avidin fluor	Rac1 act GTP bind	ABCG2 block	Rab7 wt GTP bind	Pf gametocyte	GSH bead fluor	ABCB1 inh
CSCCC(NC(=O)c1ccc(Cl)cc1)C(=O)OCC(=O)Nc1cc(Cl)ccc1C#N (stereo not given)	95.0	92.0	95.0	97.0	12	95.0	0.2	91.0	8.3	7	0.0
Cc1csc(NC(=O)c2ccoc2C)n1	99.0	97.0	98.0	96.0	36	96.0	1.2	101.0	-8.0	13	0.1
CCCc1n[nH]c2c1/C(=N/O)CC(c1ccccc1)C2 (stereo not given)	105.0	103.0	104.0	102.0	11	102.0	7.6	99.0	/	24	1.6
CC1CCN(C(C(=O)O)c2ccccc2)CC1 (stereo not given)	97.0	98.0	97.0	99.0	3	97.0	0.5	97.0	16.7	11	0.2
COc1ccc(N2CCN(C(=O)c3ccc4c(c3)[nH]c(=S)n3c5ccccc5nc43)CC2)cc1	87.0	92.0	87.0	89.0	9	90.0	-1.0	91.0	/	12	-0.3
O=C(Nn1cnnc1)C(Sc1ccccc1)c1ccccc1 (stereo not given)	96.0	96.0	97.0	100.0	10	97.0	2.5	98.0	/	6	0.9
CC(C)COc1ccc(C2NC(=O)NC2=O)cc1 (stereo not given)	102.0	104.0	98.0	103.0	9	98.0	10.9	98.0	-26.6	7	0.6
Cn1cc(-c2nnnn2-c2cccc(C(F)(F)F)c2)c(C(F)(F)F)n1	104.0	106.0	102.0	103.0	5	100.0	2.2	103.0	-7.1	32	0.0
O=C(c1ccc2c(c1)OCO2)C1CCCN(C(=O)C2CCOCC2)C1 (stereo not given)	98.0	100.0	101.0	98.0	5	97.0	0.9	98.0	6.3	13	0.8
CC(Oc1ccc(-c2nccc(-c3ccccn3)n2)cc1)C(=O)NN (stereo not given)	102.0	102.0	101.0	103.0	9	101.0	-0.5	101.0	5.3	22	-0.2
CCOc1ccc(N(CC(=O)NCc2ccccc2OC)S(C)(=O)=O)cc1	104.0	110.0	103.0	110.0	9	103.0	0.9	102.0	/	36	0.6
CN(C)/C=C/C(=O)c1ccc(F)cc1	101.0	97.0	102.0	103.0	10	97.0	0.6	102.0	24.1	14	0.0
COc1ccccc1C(=O)C1CCCN(C(=O)CCC(=O)c2ccccc2)C1 (stereo not given)	98.0	96.0	98.0	97.0	8	93.0	0.4	106.0	-3.3	15	0.7
CN(C1CCS(=O)(=O)C1)S(=O)(=O)c1ccc(C2CCCCC2)cc1 (stereo not given)	93.0	92.0	91.0	89.0	13	91.0	4.5	90.0	/	32	0.6
O=C(NCCc1ccc(F)cc1)Nc1ccc2c(c1)OCO2	98.0	99.0	99.0	98.0	5	97.0	10.5	96.0	-0.4	14	0.7
O=C(C1CCC(CNc2c(N3CCCCC3)c(=O)c2=O)CC1)N1CCc2ccccc2C1 (stereo not given)	99.0	103.0	102.0	106.0	23	100.0	5.2	99.0	/	14	0.3
O=C(NC12CC3CC(CC(C3)C1)C2)N(Cc1ccccc1)Cc1ccncc1	94.0	96.0	96.0	95.0	10	96.0	3.4	95.0	21.0	10	3.7
CCOC(=O)/C(C#N)=C/c1cn(CCC(=O)O)nc1-c1ccc(Cl)cc1	95.0	98.0	97.0	97.0	12	97.0	0.2	96.0	-6.7	12	0.2
CS(=O)(=O)N(CC(=O)NCCSc1ccccc1)c1ccc2c(c1)OCO2	100.0	97.0	100.0	101.0	22	100.0	22.1	100.0	-26.7	26	1.6
Cc1ccc(S(=O)(=O)Oc2ccccc2/C=N/NC(=O)c2c(Cl)cnn2C)cc1	102.0	103.0	99.0	105.0	19	97.0	18.5	101.0	3.1	12	2.2
O=C(CN1C(=O)C2CC=CCC2C1=O)Nc1nccs1 (stereo not given)	100.0	100.0	101.0	103.0	29	97.0	-0.6	100.0	-2.6	13	0.0
CCOC(=O)C1CCN(S(=O)(=O)c2ccc(OC)c(Cl)c2)CC1	93.0	97.0	95.0	96.0	6	93.0	10.1	97.0	-14.9	20	2.0
Cc1cc2c(cc1C)CSC(c1ccc3ccccc3c1O)SC2	100.0	102.0	100.0	101.0	37	98.0	0.3	99.0	/	18	0.1
O=C(COC(=O)c1nc(-c2ccccc2)n(-c2cccc(C(F)(F)F)c2)n1)NCc1cccs1	96.0	98.0	96.0	98.0	7	97.0	1.3	99.0	-15.2	17	0.7
O=C(Nc1ccc(N2CCOCC2)cc1)c1cc2ccccc2o1	102.0	108.0	103.0	113.0	7	105.0	1.4	101.0	/	9	0.3
Cc1cc(=O)n2nc(N3CCCC3C(=O)NCc3ccccn3)sc2n1 (stereo not given)	?	?	?	?	36	?	0.0	?	/	26	0.0
COC(=O)Nc1c(C)nn(Cc2ccccc2C)c1C	99.0	105.0	101.0	104.0	1	100.0	0.0	100.0	/	26	0.2
Cc1cc(=O)[nH]c(N2CCOCC2)n1	97.0	97.0	98.0	99.0	10	95.0	4.4	103.0	-2.1	10	-0.2
COC(=O)c1ccc(N2C(=O)CC(NCc3ccccc3)C2=O)cc1 (stereo not given)	100.0	104.0	102.0	104.0	9	100.0	1.1	102.0	21.1	11	0.2
COC(=O)c1c(SCC(=O)Nc2ccc(C)cc2)nc(=O)[nH]c1C	101.0	96.0	100.0	104.0	8	95.0	2.9	100.0	-17.2	15	-1.0
Cc1oc2ncnc(N)c2c1C	96.0	94.0	95.0	97.0	11	97.0	11.5	97.0	/	22	1.0
COc1ccc(C2(CCN)CC(C)N(C)CC2C)cc1 (stereo not given)	101.0	100.0	101.0	101.0	11	98.0	-0.2	100.0	2.8	8	0.0
COCCNC(=O)C(c1ccccc1)N(C(=O)Cn1nnc2ccccc21)c1cccnc1 (stereo not given)	103.0	103.0	102.0	107.0	10	100.0	3.7	103.0	/	12	0.6
CCOc1ccc(N2CC(C(=O)Nc3ccccc3N3CCOCC3)CC2=O)cc1 (stereo not given)	99.0	95.0	98.0	101.0	4	98.0	0.9	100.0	/	37	0.3
CC(C)C(c1nnnn1Cc1ccc(F)cc1)N1CCN(c2ccc(O)cc2)CC1 (stereo not given)	95.0	98.0	96.0	98.0	20	95.0	1.5	97.0	-31.4	10	0.5
Fc1ccc2c(Cl)c(-c3nnc(-c4cccs4)o3)sc2c1	103.0	105.0	105.0	105.0	7	102.0	2.3	104.0	-6.8	255*	0.2
CN1CCN(C(=O)/C(=C/c2ccc(F)cc2)c2ccsc2)CC1	92.0	96.0	94.0	94.0	10	97.0	0.7	89.0	-9.4	15	0.2
CC(=O)c1sc(NC(=O)COc2ccccc2)nc1C	99.0	98.0	97.0	100.0	9	96.0	4.9	103.0	6.5	14	0.7
c1csc(CN2CCOCC2)c1	99.0	100.0	98.0	104.0	8	101.0	-0.2	96.0	/	4	0.1
COc1cc(NC(=O)C2=C(N3CCOCC3)/C(=C/c3ccc(Cl)cc3)CC2)cc(OC)c1OC	98.0	101.0	97.0	103.0	14	99.0	4.8	97.0	-10.3	15	0.5
CCOC(=O)N1CCC(NC(=O)c2cc(C(=O)NC3CCCC3)ccc2CO)CC1	99.0	97.0	98.0	102.0	10	98.0	1.7	100.0	/	21	0.3
O=C(CNCc1ccc(Cl)cc1)Nc1ccc2c(c1)OCCO2	90.0	90.0	91.0	88.0	14	91.0	12.3	91.0	-3.5	14	1.2
N/C(=N\OC(=O)c1ccco1)c1ccccn1	103.0	105.0	100.0	107.0	10	101.0	0.9	99.0	-4.5	8	0.4
CCc1ccccc1NC(=O)CSc1nc(-c2ccccc2)nn1C(=O)c1cccc([N+](=O)[O-])c1	95.0	92.0	91.0	94.0	32	93.0	1.9	89.0	/	8	0.4
Cc1cccc(Oc2ccc(NC(=O)C3CC=CCC3C(=O)O)cc2)c1 (stereo not given)	96.0	95.0	97.0	97.0	8	91.0	-1.5	95.0	3.1	14	-0.4
CCn1cc(Cl)c(C(=O)NNC(=O)CCn2cc([N+](=O)[O-])cn2)n1	106.0	104.0	104.0	107.0	3	103.0	0.9	105.0	-0.3	7	0.6
Cc1ccc(C)c(NC(=O)CN(C)S(=O)(=O)c2ccccc2)c1	95.0	96.0	90.0	89.0	12	91.0	3.4	93.0	/	31	0.9
COc1cccc(-c2nn(-c3ccccc3)cc2CN(C)Cc2c(C)nc3ccccn23)c1	92.0	92.0	94.0	93.0	7	97.0	-1.1	93.0	-7.3	16	0.2
Cc1ccc(NC(=O)CCSc2nnc(-c3ccco3)o2)cc1	100.0	100.0	100.0	101.0	7	98.0	3.2	98.0	25.6	56	0.7
CCCNC(=O)COc1ccc(S(=O)(=O)Nc2ccc(C)cc2)cc1	97.0	98.0	97.0	99.0	4	97.0	0.5	96.0	/	5	0.2
Nc1nnc(-c2ccc(Cl)cc2Cl)s1	?	?	?	?	10	?	1.9	?	6.8	12	0.2
CCN(CC)C(=O)CNC(=O)Cc1ccc(Cl)cc1	99.0	99.0	98.0	99.0	36	98.0	0.2	98.0	/	19	0.1
CCc1cccc(C)c1NC(=O)C1CN(S(=O)(=O)c2ccccc2)CCN1S(=O)(=O)c1ccccc1 (stereo not given)	100.0	100.0	96.0	106.0	2	99.0	0.6	100.0	/	6	3.9
O=C(CCNC(=O)c1ccccc1Cl)Nc1cccc(C(F)(F)F)c1	98.0	99.0	97.0	101.0	16	100.0	24.1	98.0	13.9	9	0.1
Cc1c(NC(=O)c2ccc(S(=O)(=O)N(C)c3ccccc3)cc2)c(=O)n(-c2ccccc2)n1C	99.0	99.0	100.0	103.0	10	98.0	-1.7	103.0	-1.9	12	0.2
CC(=O)N1CCN(Cc2nc3cc(NC(=O)COc4ccccc4)ccc3n2C)CC1	101.0	101.0	100.0	102.0	6	100.0	-0.7	106.0	23.7	13	-0.3
COc1ccc(C(C)(C)C)cc1NC(=S)NCCN1CCOCC1	102.0	100.0	101.0	103.0	9	100.0	0.3	101.0	-9.2	11	0.1
Nc1ccnn1Cc1cccnc1	95.0	94.0	97.0	93.0	15	94.0	-0.9	96.0	/	26	-3.2

Source: PubChem (several laboratories)
